Source: PubChem BioAssay (National Center for Advancing Translational Sciences (NCATS))
aSyn yeast rescue = qHTS of alpha-syn Inhibitors: NCGC Sytravon Library Screen; 0.02% of 94,000 active; Potency, µM (doses to about 46.1 µM), for inactives: top-dose growth rescue (activation), hits mostly activators; S. cerevisiae alpha-synuclein toxicity rescue, BacTiter-Glo growth, 24 h; active = well fitted activation curve with a large enough effect; note: 0% is about no effect
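Growth restoration measured by BacTiter-Glo luminescence after 24 hr at 30 deg C; alpha-synuclein yeast, raffinose-pregrown to mid-log, were added at OD600=0.02 in galactose medium onto pinned compounds.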
* marks the source's active call; other numbers are inactive results. Potency is the fitted concentration of half-maximal effect. Not all compounds are listed; the hit share may differ from the screen's.

SMILES	aSyn yeast rescue
Cc1cccc(NC(c2ccccc2F)c2ccc3ccc(C)nc3c2O)n1 (centres undefined)	5%
Cc1ccccc1C(=O)Nc1cccc(-c2nc3cccnc3s2)c1	-14%
CCCOC(=O)c1ccc(O)cc1	5%
COc1ccc(OCC(=O)Nc2cc(-c3nc4ccccc4s3)ccc2C)cc1	-4%
Cc1ccc(NC(=O)Cn2c(=O)n(CCC(=O)N3CCc4ccccc4C3)c(=O)c3ccccc32)c(C)c1	-9%
Cc1ccccc1Cc1c(C)nc2c(-c3ccccc3)c(C)[nH]n2c1=O	-5%
Cc1cccc2nc(-c3ccccn3)c(Nc3ccccc3)n12	0%
CCCCCCCCCCCC(=O)O	9%
Cc1ccc(Nc2nc3ccccc3c3nnc(C)n23)c(C)c1	-2%
O=C(Nc1ccc(C(=O)O)c(O)c1)c1ccccc1	-3%
COc1ccc(CNC(=O)Nc2ccc3c(c2)N(C)C(=O)c2ccccc2S3)cc1OC	4%
CCC(Sc1nc2ccccc2c2nc(CCn3cncc3C)nn12)C(=O)Nc1cccc(OC)c1 (centres undefined)	-5%
COc1c(O)cc2c(c1O)[C@@H]1O[C@H](CO)[C@@H](O)[C@H](O)C1OC2=O (some centres undefined)	-1%
CCOc1ccc(NC(=O)Cn2cc(C(=O)c3cccs3)c3ccccc32)cc1	-1%
Cc1ccnc(NC(c2cccc(O)c2)c2ccc3ccc(C)nc3c2O)c1 (centres undefined)	-4%
Cc1cc(C)cc(OCC2CNC(=O)O2)c1 (centres undefined)	13%

In the list so far, five have sulfur.
SMILES	aSyn yeast rescue
Cc1ccccc1C(=O)Nc1cccc(-c2nc3cccnc3s2)c1	-14%
COc1ccc(OCC(=O)Nc2cc(-c3nc4ccccc4s3)ccc2C)cc1	-4%
COc1ccc(CNC(=O)Nc2ccc3c(c2)N(C)C(=O)c2ccccc2S3)cc1OC	4%
CCC(Sc1nc2ccccc2c2nc(CCn3cncc3C)nn12)C(=O)Nc1cccc(OC)c1 (centres undefined)	-5%
CCOc1ccc(NC(=O)Cn2cc(C(=O)c3cccs3)c3ccccc32)cc1	-1%

Molecules listed so far that contain a COOH group:
SMILES	aSyn yeast rescue
CCCCCCCCCCCC(=O)O	9%
O=C(Nc1ccc(C(=O)O)c(O)c1)c1ccccc1	-3%
